Screens: PubChem BioAssay, several laboratories
ABCB6 inh MLPCN = inhibitors of human ABC transporter ABCB6. 360,000 tested, 0.19% active. K562-ABCB6 porphyrin accumulation, flow cytometry, 1 h; stronger effect = lower value. AID 602162. fluorescence ratio to DMSO, % at 10 µM;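 active means fluorescence ratio to DMSO below 75%, the collection mean minus 3 SD; inconclusive means too few cells collected in the well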;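 further: signal is porphyrin accumulated inside mitochondria; 100% equals median channel fluorescence of DMSO control wells; lower ratio means ABCB6 inhibition with less porphyrin fluorescence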
Target sequence (Q9NP58 whole entry, looked up): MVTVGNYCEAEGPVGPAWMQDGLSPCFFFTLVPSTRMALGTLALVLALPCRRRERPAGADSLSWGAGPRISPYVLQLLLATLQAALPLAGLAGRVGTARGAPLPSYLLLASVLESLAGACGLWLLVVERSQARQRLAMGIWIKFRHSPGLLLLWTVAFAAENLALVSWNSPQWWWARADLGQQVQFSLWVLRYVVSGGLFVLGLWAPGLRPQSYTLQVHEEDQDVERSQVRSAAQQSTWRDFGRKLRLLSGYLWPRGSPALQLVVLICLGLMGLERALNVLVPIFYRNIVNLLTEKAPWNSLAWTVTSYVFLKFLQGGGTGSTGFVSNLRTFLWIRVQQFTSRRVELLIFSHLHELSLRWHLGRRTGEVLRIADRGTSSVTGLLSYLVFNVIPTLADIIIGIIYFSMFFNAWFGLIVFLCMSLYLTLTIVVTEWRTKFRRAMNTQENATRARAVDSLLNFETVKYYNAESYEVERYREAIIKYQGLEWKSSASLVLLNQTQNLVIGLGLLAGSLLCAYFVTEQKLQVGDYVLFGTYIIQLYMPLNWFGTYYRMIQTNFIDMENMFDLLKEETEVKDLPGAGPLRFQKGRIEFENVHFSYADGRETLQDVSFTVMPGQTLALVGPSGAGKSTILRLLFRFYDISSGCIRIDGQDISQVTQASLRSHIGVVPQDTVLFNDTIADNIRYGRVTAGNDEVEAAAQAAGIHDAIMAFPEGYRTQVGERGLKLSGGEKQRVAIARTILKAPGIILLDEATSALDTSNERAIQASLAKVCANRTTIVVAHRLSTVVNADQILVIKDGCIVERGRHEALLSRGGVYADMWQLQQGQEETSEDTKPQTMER
hiPSC survival = enhancers of human iPSC single-cell survival. hiPSC single-cell survival, ATPlite luminescence; 100% = ROCK inhibitor wells, 0% = DMSO. survival enhancement, % at 20 µM. 360,000 tested, 0.044% active; in the data active means survival enhancement above about 18%;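 further: cells exposed to compounds for 16 hours before the ATP read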
aDG glyco up = alpha-DG glycosylation activation; 360,000 tested, 0.22% active; AID 624168; activation, % at 10 µM; Pro5-aDG cells, alpha-DG glycosylation AlphaScreen (IIH6); 0% Pro5, 100% B10-LARGE cell signal;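 active means activation of at least 8% versus controls, or a plate z-score of at least 8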;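 further: Pro5 are CHO cells carrying HIG-tagged alpha-DG that lacks glycosylation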
MC4R ag barr = activates human MC4R beta-arrestin recruitment; U2OS MC4R beta-arrestin complementation, luminescence; percent of melanotan II response, DMSO zero; 360,000 tested, 0.98% active; activation, % at 8.9 µM;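 active means activation above a per-plate cutoff, the mean activation of sample wells on that plate plus 3 SD, cut at about 8% in these data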
m5-HT2A agonist = agonists of mouse serotonin 5-HT2A receptor (HTR2A); P35363; activation, % at 7.6 µM; AID 624169; CHO-K1 mHTR2A beta-arrestin complementation, luminescence; percent of 30 µM serotonin response; 360,000 tested, 0.66% active;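 active means activation above a run cutoff, the mean activation of all tested compounds plus 3 SD, cut at about 14% in these data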;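 further: 0% = plate median of compound wells and 100% = 30 µM serotonin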
ABHD5 PLIN5 PPI = blocks binding of human ABHD5 to perilipin-5 | Q00G26+Q8WTS1 | Split G. princeps luciferase complementation, luminescence, 4 h | inhibition, % at 4 µM | 360,000 tested, 0.78% active | AID 602281;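 active means inhibition above the mean inhibition across every tested compound plus 3 SD, cut at about 22% in these data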;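 further: 0% = DMSO only wells and the 100% control is not disclosed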
Glyco luc inh = blocks N-linked glycosylation in D54 reporter cells; D54 ERlucT glycosylation luciferase reporter, 24 h; percent of 100 nM tunicamycin response; reporter increase, % at 12.5 µM; AID 588692; 360,000 tested, 0.23% active;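 active means mean luciferase reporter signal, scaled so untreated is 0 and the glycosylation-blocking control 100, at or above a set limit in every replicate; inconclusive means mean reaches the limit but not every replicate does; inactive means mean below the limit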;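 further: luciferase carries N-glycosylation sites so blocking glycosylation raises the light; 0% = median of neutral control wells and 100% = median of 100 nM tunicamycin wells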
Cardio protect = modulators protecting cardiomyocytes from myocardial damage; H9c2 cardiomyocytes, H2O2 injury protection, ATPLite, 2 h; protection from H2O2 cell death, % at 20 µM; 360,000 tested, 0.63% active;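 active means compounds giving at least 50% protection of heart cells from peroxide-induced death in the single-dose screen, raw or plate-pattern-corrected value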;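 further: 0% = DMSO wells with peroxide and 100% = DMSO wells without peroxide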
MC4R antagonist = blocks human MC4R cAMP signaling; 360,000 tested, 0.48% active; MC4R-expressing cells, MTII-stimulated cAMP, LANCE TR-FRET; inhibition, % at 6.5 µM; P32245;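 active means inhibition above its plate's cutoff, the mean of tested wells on that plate plus 3 SD, cut at about 29% in these data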;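 further: 0% = Melanotan II alone and 100% = Melanotan II plus saturating MCL0020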
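Assay system: U2OS-MC4R stable cell line; Also added: Melanotan II; Technique: Eu-cAMP/anti-cAMP TR-FRET, emission 671 nm; Times: 30-min compound, 1-h challenge, 1-h detection, room temperature.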
Granule exo inh = blocks lytic granule exocytosis. TALL-104 LAMP-1 surface exposure, flow cytometry; cells stimulated with thapsigargin and PMA. inhibition, % at 10 µM. 360,000 tested, 0.66% active;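 active means inhibition above about 55%, limit read from the data; inconclusive means no clear call, values can overlap the other calls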
The depositor's hits bear a star; ? = inconclusive; . = no result given.

SMILES	ABCB6 inh MLPCN	hiPSC survival	aDG glyco up	MC4R ag barr	m5-HT2A agonist	ABHD5 PLIN5 PPI	Glyco luc inh	Cardio protect	MC4R antagonist	Granule exo inh
CC1(CCBr)C(=O)N(c2ccccc2)c2ccccc21 (stereo not drawn)	107	0.0	0.0	0.5	2	-1	1	2	13	1
COc1ccc(N/C=C/C(=O)c2cc(OC)c(OC)c(OC)c2)cc1	102	-0.6	0.0	-2.1	-1	-1	38*	0	-27	57*
Clc1ccc(-c2ccc(C=Nc3ccc(N4CCOCC4)cc3)o2)cc1	89	-2.8	0.0	-0.5	-2	-10	3	-4	7	4
CN(CCc1ccccc1)C(C(=O)Nc1ccc2c(c1)OCCO2)c1ccnc2ccccc12 (stereo not drawn)	97	-3.6	0.2	.	-5	6	0	-4	.	2
CCc1ccc(OCC(=O)Nc2ccc(S(=O)(=O)Nc3ccccn3)cc2)cc1	96	-0.6	-0.1	0.3	-3	-9	3	-5	5	-21
O=C1Nc2ccc(Br)cc2C1Cc1ccccc1F (stereo not drawn)	97	1.0	0.1	0.0	1	-5	1	-6	0	-8
CCCS(=O)(=O)NC(=O)C1(C)CCN(C(=O)c2c(F)ccc(C)c2F)C1 (stereo not drawn)	98	5.0	0.4	-0.2	-1	-5	-1	1	4	0
O=C(NCc1ccc(F)cc1)C(Cc1ccccc1)n1cccc1 (stereo not drawn)	94	0.3	0.3	0.3	10	-2	-2	-1	10	-1
O=C(O)c1ccc(N=C2SCC(=O)N2Cc2ccccc2)cc1	104	-0.7	-0.1	-0.8	-1	-2	0	1	9	-1
CN(C)CCCOc1nn(Cc2ccccc2)c2ccccc12	99	-0.1	0.0	0.2	-12	-5	-7	13	11	-1
CCOc1ccc2nc(SCc3cccc(C)c3)nc(C)c2c1	106	0.1	0.1	3.2	1	-2	-1	0	-8	-2
Cc1ccc(S(=O)(=O)NCCC(=O)Nc2ccc(S(=O)(=O)NC(C)C)cc2)cc1	105	0.3	0.0	1.1	3	-5	-1	4	14	7

4 compounds drawn at random from the list so far, as already listed:
SMILES	ABCB6 inh MLPCN	hiPSC survival	aDG glyco up	MC4R ag barr	m5-HT2A agonist	ABHD5 PLIN5 PPI	Glyco luc inh	Cardio protect	MC4R antagonist	Granule exo inh
CCOc1ccc2nc(SCc3cccc(C)c3)nc(C)c2c1	106	0.1	0.1	3.2	1	-2	-1	0	-8	-2
Cc1ccc(S(=O)(=O)NCCC(=O)Nc2ccc(S(=O)(=O)NC(C)C)cc2)cc1	105	0.3	0.0	1.1	3	-5	-1	4	14	7
O=C1Nc2ccc(Br)cc2C1Cc1ccccc1F (stereo not drawn)	97	1.0	0.1	0.0	1	-5	1	-6	0	-8
Clc1ccc(-c2ccc(C=Nc3ccc(N4CCOCC4)cc3)o2)cc1	89	-2.8	0.0	-0.5	-2	-10	3	-4	7	4

Later entries:
SMILES	ABCB6 inh MLPCN	hiPSC survival	aDG glyco up	MC4R ag barr	m5-HT2A agonist	ABHD5 PLIN5 PPI	Glyco luc inh	Cardio protect	MC4R antagonist	Granule exo inh
O=C(Nc1ccc(N2CCCC2)c(Cl)c1)c1ccc([N+](=O)[O-])o1	97	-0.9	-0.3	-0.5	0	7	46*	-20	4	-2
CC(=O)Nc1cn(-c2ccccc2)nc1-c1ccccc1	102	-0.8	-0.1	-2.9	0	2	1	10	-7	0
CC1Oc2ccccc2N(CC(=O)N2CCCC2)C1=O (stereo not drawn)	102	-0.7	0.2	1.7	0	1	1	7	24	-2
CCCCn1c(/N=C/c2c[nH]c3ccccc23)nc2ccccc21	97	0.9	0.0	6.6	2	0	0	-17	-4	11
CN(C)S(=O)(=O)c1ccc(Cl)c(NC(=O)COC(=O)C2CSC3(C)CCC(=O)N23)c1 (stereo not drawn)	98	10	-0.2	-1.0	-6	0	2	15	0	6
Fc1ccc(-n2nnc(-c3ccccc3Br)n2)cc1	95	0.4	0.0	1.8	-3	-1	1	-4	5	-2
CC1(C(=O)NC2CCCC2)CCC(=O)N1CCCn1ccnc1 (stereo not drawn)	100	0.3	0.0	.	-4	5	0	6	.	-3
CCCn1c(SCC(=O)N2CCCc3ccccc32)nnc1-c1ccco1	94	-1.0	0.0	1.1	-2	-3	0	-3	3	1
COc1ccc(-c2noc(-c3ccccc3F)n2)cc1	93	-4.1	0.0	2.7	4	0	-13	-11	6	6
O=S(=O)(c1cccc(Br)c1)N1CCN(C(=S)NCC2CCCO2)CC1 (stereo not drawn)	98	0.0	0.4	1.0	3	-5	1	-5	9	0
COc1nc2ccccc2nc1CCC(=O)O	105	1.2	-0.3	-0.1	-1	-5	0	-6	11	2
CSc1ccccc1NC(=O)C1(C)CCN1C(=O)Cc1ccc(-c2ccccc2)cc1 (stereo not drawn)	95	1.8	0.2	0.5	0	1	-3	-12	4	8
O=C(NCCN1CCOCC1)c1ccc(Cl)cc1O	161	1.0	-0.2	-1.8	-10	6	0	2	1	-5
N#CCSc1nc2ccccc2c(=O)n1C1CCCCC1	92	1.2	-0.1	-0.1	-3	-9	-3	-11	-4	2
COc1ccc(C2CC(=O)N3C(=C2C#N)SCC3(O)c2ccccc2)cc1 (stereo not drawn)	104	9.3	-0.2	-2.6	1	-4	-1	3	7	-1
O=C(NCc1nc2ccccc2[nH]1)C1=C[C@@H](C2CCCCC2)C[C@@H](OCCCCO)O1	101	-0.4	0.1	-1.4	1	-10	0	0	2	3
CCC1CCCCN1S(=O)(=O)c1ccc(S(=O)(=O)N2CCN(S(=O)(=O)CC)CC2)cc1 (stereo not drawn)	95	0.6	-0.2	0.8	1	-1	2	-12	3	-1
COc1ccc2cc(C(C)C(=O)OC(C)C)ccc2c1 (stereo not drawn)	91	-1.6	-0.2	3.2	0	2	3	-10	3	-3
CC(=O)N1c2ccc(S(=O)(=O)N3CCC(C(=O)N4CCCCC4)CC3)cc2CC1C (stereo not drawn)	102	-0.3	0.4	-1.7	-1	0	1	-9	4	-1
Cc1ccc(C(=O)OCC(=O)N2CCNC2=O)c(C)c1	96	0.0	-0.5	0.4	-1	8	0	1	10	7
CC(C)Oc1c(Cl)cc(CNC(C)(C)CO)cc1Cl	98	0.0	0.0	-1.2	4	0	-2	-6	-1	-1
CCCCCN(C(=O)COC(=O)Cc1c(C)nc2ccccc2c1C)c1c(N)n(CCCC)c(=O)[nH]c1=O	83	0.9	0.3	-1.0	-6	3	2	2	3	-1
COc1ccc(NC(=O)[C@H](CCS(C)(=O)=O)N2Cc3ccccc3C2=O)c(OC)c1	93	-0.1	0.0	0.1	8	2	3	18	11	8
COC(=O)NCCOC(=O)N(O)c1ccc(Br)cc1	98	-0.7	0.5	-0.1	3	2	1	-7	-2	0
CCOC(=O)CCc1cnccc1-c1cccc(OC)c1O	101	0.8	0.2	-0.2	-3	-9	0	-4	-2	-2
CCCC(=O)N1CCCC1(C)C(=O)NCc1ccc(SC)cc1 (stereo not drawn)	101	2.2	-0.1	-2.7	-3	-6	1	0	6	8
CCN(C[C@H]1N[C@@](Cc2ccccc2)(C(=O)OC)[C@H]2C(=O)N(C)C(=O)[C@@H]12)C(=O)NC(C)C	99	2.4	-0.3	-2.5	0	0	1	3	-1	-3
CSc1nc2nc(-c3cccs3)cc(C(F)(F)F)c2c(=O)[nH]1	100	0.4	0.0	1.5	12	1	3	-5	13	0
c1ccc(CNc2ccc(N3CCOCC3)cc2)cc1	98	-2.0	-0.3	-1.5	6	1	3	-10	-3	5
O=C(CSc1ccc([N+](=O)[O-])cn1)Nc1ccccc1N1CCOCC1	104	-0.4	-0.2	-2.2	4	-4	-3	2	-2	-3
Cc1cc2nccc(-c3ccc(Cl)c([N+](=O)[O-])c3)n2n1	98	-1.5	0.3	1.2	2	-3	-2	-7	41*	-4
O=C1c2ccccc2C(O)N1Cc1ccccc1Cl (stereo not drawn)	102	0.3	-0.2	-0.7	1	1	-2	0	15	4
CCc1ccc(OCc2n[nH]c(=S)n2C(C)CCCC(C)C)cc1 (stereo not drawn)	94	-0.5	0.1	-1.2	0	-22	-2	-20	1	1
Cc1ccccc1Nc1nnc(SCc2cc(=O)n3ccsc3n2)s1	102	-0.4	-0.1	-2.5	5	7	-7	35	9	-6
CNC(=O)CSc1nnnn1-c1ccc(C)cc1C	96	5.1	-0.2	-2.6	5	9	2	4	3	3
Cc1ccc(CN(Cc2ccco2)C(=S)NCC(=O)NCc2cccnc2)cc1	99	-0.5	0.1	-3.4	-3	3	0	-8	4	0
Cc1ccccc1OC(C)C(=O)NC1CCCC1 (stereo not drawn)	101	2.2	0.5	0.0	-4	-3	-3	0	1	-4
COc1ccc(NC(=O)CSc2nc3ccccc3c(=O)n2CCNC(C)=O)c(OC)c1	93	-3.1	0.2	-1.6	-4	3	3	4	4	-5
CCC1CCCCN1C(=O)c1ccc(OC)c(OC2CCN(C(C)=O)CC2)c1 (stereo not drawn)	97	0.3	0.0	-3.1	5	-2	2	1	1	12
O=C1CC(Sc2nnc(-c3ccccc3)o2)C(=O)N1c1ccccc1 (stereo not drawn)	109	1.1	-0.4	-2.0	-2	13	.	-39	9	66*
Cc1cc(C)nc(SCc2ccc(C(=O)O)o2)n1	99	2.7	-0.1	-2.7	7	1	1	-6	7	4
O=C(CCCC(=O)N(CC(=O)NC1CCCC1)c1ccc(F)c(Cl)c1)Nc1ccccn1	98	-0.2	0.3	0.1	-3	10	0	-5	2	?
Cc1cc2ccccc2nc1SCC(=O)N1c2ccccc2CC1C (stereo not drawn)	93	0.3	0.1	-1.8	-3	-4	3	-23	2	0
CCCNC(=O)c1ccccc1C(=O)NCCC	88	-1.7	0.2	-0.2	-4	0	2	6	3	-1
Cc1cc(-c2nnc(SCC(=O)Nc3ccccc3)n2C)no1	103	-0.4	0.0	1.1	3	-4	3	-3	16	-8
CCn1c2c(c(=N)c3c1CCC3)CCCC2	94	-0.5	-0.2	-2.0	0	-2	2	-7	-2	-2
CCN(Cc1ccncc1)Cc1ccc(OC)cc1OC	91	0.0	0.1	-2.1	1	26*	0	-1	-1	-7
COc1cc(O)c(C(CCN2CCCC(C)C2)c2cc(OC)c(OC)c(OC)c2)c(OC)c1 (stereo not drawn)	99	1.4	0.3	-0.2	-1	-5	3	2	4	-3
COc1ccc(C(C(=O)NCc2ccccc2)N(C(=O)c2snc(C(N)=O)c2N)C2CCCC2)cc1O (stereo not drawn)	100	0.1	-0.1	-0.1	0	3	-3	10	-8	-2
CC(Sc1nnc(-c2ccc(O)cc2)o1)C(=O)Nc1cccc2ccccc12 (stereo not drawn)	92	2.7	-0.2	-1.6	-4	-2	2	1	11	-1
CC1CCCCC1NC(=O)c1ccc(CNc2c(N3CCCC3)c(=O)c2=O)cc1 (stereo not drawn)	105	4.6	-0.1	-1.0	-3	0	3	8	0	-2
O=C1OC(=O)C2C1[C@@H]1CC[C@H]2O1 (stereo partly drawn)	96	-3.8	-0.2	-1.4	1	1	1	-2	1	-1
CCOc1ccc(NC(=O)CN(C)C(=O)Cn2c(=O)oc3ccccc32)cc1OCC	94	-0.4	-0.2	-4.2	-4	3	3	3	-1	2
